CHOP UPR activ: apoptotic UPR (CHOP) activation. CHO-CHOP luciferase reporter, luminescence; percent of tunicamycin response over DMSO baseline. AID 449763. 0.34% of 330,000 active. activation, % at 10 µM;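 active = at 10 µM dose, activation of 40% or more, normalized to positive control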;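 note: 100% = tunicamycin at 10 µg/mL and 0% = DMSO alone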
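Test system: CHO CHOP reporter cells. Input: 500 CHO-CHOP cells per well. Medium: F12 with 10% FBS. Technique: luciferase luminescence. Measure: percent activation relative to tunicamycin control. Dosing: 10 µM compound, 0.5% DMSO. Timing: 16-18 h cell attachment, then 6 h compound exposure, 37 °C.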
Jurkat NFkB inh: lowers PMA/ionomycin-induced NF-kB signal in Jurkat cells; inhibition, % at 4 µM; PMA/ionomycin-induced NF-kB luciferase reporter, luminescence; 0.53% of 330,000 active; AID 435003; in the data active = inhibition above about 50%
Gli-Sufu block: Gli-Sufu pathway antagonism; inhibition, % at 5 µM; Sufu-KO-LIGHT fibroblasts, Gli luciferase reporter luminescence; AID 588413; 0.74% of 340,000 active;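 active = inhibition above about 55%, limit read from the data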;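 note: 0% = DMSO-treated cells and 100% = wells with medium but no cells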
CCR6 antag: blocks CCL20-driven beta-arrestin recruitment at human CCR6; CHO-K1 CCR6 PathHunter beta-arrestin, luminescence, CCL20-stimulated; AID 493098; inhibition, % at 20 µM; 0.49% of 340,000 active;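 active = compounds whose inhibition of the agonist-driven luminescence signal at 20 µM reaches about 50%, limit read from the data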;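 note: cells stimulated with CCL20 at 14 nM final; plate controls were DMSO with CCL20 for no effect and DMSO without agonist for full effect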
Target sequence (P51684 whole entry, looked up): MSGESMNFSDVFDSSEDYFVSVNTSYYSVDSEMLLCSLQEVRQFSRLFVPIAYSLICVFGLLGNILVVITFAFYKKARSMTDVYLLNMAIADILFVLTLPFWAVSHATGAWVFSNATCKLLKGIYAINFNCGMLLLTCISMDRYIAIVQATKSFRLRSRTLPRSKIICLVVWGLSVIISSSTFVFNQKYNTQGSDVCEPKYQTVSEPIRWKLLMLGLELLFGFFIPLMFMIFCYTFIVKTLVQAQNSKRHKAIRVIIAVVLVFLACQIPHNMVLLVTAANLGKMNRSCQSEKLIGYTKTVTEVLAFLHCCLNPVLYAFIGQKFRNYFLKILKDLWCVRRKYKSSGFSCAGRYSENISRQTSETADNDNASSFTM
CXCR6 inh: CXCR6 (human) receptor inhibition. O00574. CHO-K1 PathHunter CXCR6 beta-arrestin, luminescence. inhibition, % at 20 µM. 0.36% of 360,000 active; in the data active = inhibition above about 34%, passing the limit was not always enough;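 note: antagonist mode with CXCL16 agonist at 10 nM final; 0% = 10 nM CXCL16 with DMSO and 100% = unstimulated wells without agonist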
Target sequence (O00574 whole entry, looked up): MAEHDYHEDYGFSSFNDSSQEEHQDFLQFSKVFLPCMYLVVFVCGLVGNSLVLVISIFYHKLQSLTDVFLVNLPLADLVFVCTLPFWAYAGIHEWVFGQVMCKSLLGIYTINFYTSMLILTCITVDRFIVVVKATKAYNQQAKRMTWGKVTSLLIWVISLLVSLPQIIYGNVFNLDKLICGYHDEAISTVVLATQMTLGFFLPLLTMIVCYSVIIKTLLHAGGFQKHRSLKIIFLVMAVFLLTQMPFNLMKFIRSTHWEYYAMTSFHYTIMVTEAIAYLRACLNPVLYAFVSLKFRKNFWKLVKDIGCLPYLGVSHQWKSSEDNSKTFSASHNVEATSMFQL
XBP1 UPR activ: adaptive UPR (XBP1) activation; CHO-XBP1 luciferase reporter, IRE1-XBP1 UPR activation, luminescence; percent of tunicamycin response, DMSO as zero; activation, % at 20 µM; 0.33% of 330,000 active;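 active = versus positive control, 20 µM dose yields 30% or more activation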;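 note: 100% = tunicamycin at 10 µg/mL and 0% = DMSO only wells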
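Signal: luciferase luminescence; Assay system: CHO-XBP1 luciferase reporter cells; Amount: one thousand reporter cells per well; Dosing: 20 µM single concentration, DMSO 1%; Benchmarks: high control tunicamycin 10 µg/mL final, low control DMSO vehicle only; Schedule: 6 h compound exposure at 37 °C, 5% CO2; Evaluation: percent activation relative to tunicamycin reference.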
EBI2 antag: antagonists of human EBI2 receptor; 0.81% of 360,000 active; EBI2 beta-arrestin recruitment, luminescence, 7a,25-OHC stimulated; AID 651636; P32249; inhibition, % at 5 µM; in the data active = inhibition above about 38%;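 note: enzyme fragment complementation signal reports receptor beta-arrestin coupling in cells; 0% = agonist plus DMSO wells and 100% = wells without agonist; some results beyond the cut were filed as inactive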
697 NFkB inh: lowers PMA/ionomycin-induced NF-kB signal in 697 B cells | 697 B-cell NF-kB luciferase reporter, 16 h | inhibition, % at 4 µM | 0.33% of 330,000 active | AID 435022; in the data active = inhibition above about 35%
Mdm2 MdmX PPI: human Mdm2/MdmX binding inhibition | SaOS-2 split-luciferase Mdm2/MdmX complementation, luminescence | O15151+Q00987 | 3% of 330,000 active | inhibition, % at 8 µM;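 active = inhibition of at least 50% at 8 µM in the primary screen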
* marks the source's active call; other numbers are inactive results; x = not tested or not shown. Outcome played no part in choosing rows (roughly 5% active in at least one column).

entry | compound | CHOP UPR activ | Jurkat NFkB inh | Gli-Sufu block | CCR6 antag | CXCR6 inh | XBP1 UPR activ | EBI2 antag | 697 NFkB inh | Mdm2 MdmX PPI
1 | Cc1ccnc(N2CCC(C(=O)Nc3ccc4c(c3)OCO4)CC2)n1 | 0.3 | 2 | 11 | -7 | -7 | 1 | 7 | 14 | -14
2 | Cc1cccc(C)c1NC(=O)COC(=O)CSc1nnc(N)s1 | 3.3 | 23 | -2 | 8 | -5 | 1 | -14 | 9 | -18
3 | Cc1cc(-c2ccccc2)nc(N2CCN(c3ccccn3)CC2)n1 | 1.2 | 0 | 8 | 3 | 2 | 2 | 5 | -63 | 59*
4 | Cc1cc(C(=O)NCC(=O)OCC(=O)NCCc2ccccc2)ccc1[N+](=O)[O-] | 0.2 | -13 | -8 | 5 | 3 | 0 | -1 | -1 | -40
5 | CC(O)Cc1cn([C@@H](CCCCNC(=O)OC(C)(C)C)C(=O)N2CCN(C(=O)OC(C)(C)C)CC2)nn1 (some centres not stated) | -1.1 | 4 | 0 | -2 | -6 | 0 | 0 | 16 | 5
6 | COc1ccc(-c2nnc3ccc(SCC(=O)Nc4nccs4)nn23)cc1OC | 2.4 | 4 | -3 | -2 | 8 | -2 | -5 | 17 | 4
7 | O=C(Cn1nnc(-c2ccc(Cl)cc2)n1)NCCC1=CCCCC1 | 0.2 | 0 | -11 | -1 | 3 | -2 | 8 | 8 | 6
8 | O=C(Cc1c[nH]c2ccccc12)NCc1ccco1 | -0.8 | 4 | -24 | 5 | 5 | -2 | 5 | -5 | 1
9 | Fc1ccccc1Cn1cnc(NC(=S)NCCc2ccccc2)n1 | 0.7 | -8 | x | x | x | 3 | x | -19 | 45
10 | COc1cc(NS(=O)(=O)c2ccc(Nc3nc(-c4cccc([N+](=O)[O-])c4)cs3)cc2)nc(OC)n1 | -0.9 | 0 | 6 | 24 | 5 | 3 | -15 | 3 | 8
11 | CC(=O)c1sc(NC(=O)C2=NN(c3ccccc3)C(=O)CC2)nc1C | 0.3 | 3 | -1 | 8 | 1 | 1 | -15 | 8 | 9
12 | COc1ccc(CS(=O)(=O)CC(C)(O)c2ccccc2)cc1 (configuration not stated) | 0.2 | 14 | 1 | 16 | 1 | 0 | -4 | 11 | -25
13 | CCOc1ccc(S(=O)(=O)N(CC)CC(=O)NCc2ccco2)cc1C | -1.4 | 3 | -9 | 16 | 8 | -1 | 8 | 2 | 13
14 | COc1cc(/C=N/NC(=O)c2cc(C)oc2C)cc(OC)c1OC | -1.8 | -9 | -7 | -2 | 2 | -2 | -1 | 10 | -6
15 | O=C(COc1ccccc1Br)N1CCN(C(=O)c2ccco2)CC1 | 0.5 | -10 | -2 | 5 | -2 | -4 | 10 | 4 | 1
16 | O=C1CC2(CCN(C(=O)c3ccccc3F)CC2)Oc2ccccc21 | -0.7 | -16 | 7 | 6 | 6 | -2 | -12 | 4 | 7
17 | Cc1ccccc1Nc1c(-c2ccccn2)nc2c(C)cccn12 | 1.1 | 7 | 0 | 34 | 8 | 4 | 14 | 5 | -19
18 | CCOc1ccc(/C(O)=C2/C(=O)C(=O)N(c3cc(C)on3)C2c2ccc(C(=O)OC)cc2)cc1 (configuration not stated) | 4.0 | 2 | -7 | 5 | -3 | 1 | -2 | 12 | -4
19 | CN(c1ccc(OCC(=O)N2CCC(C(N)=O)CC2)cc1)S(=O)(=O)c1cccs1 | 1.3 | 6 | -29 | 2 | -1 | -1 | -23 | -34 | -20
20 | COc1cc2c(cc1OC)C(C(=O)Nc1cccc(C)n1)C(c1cccnc1)N(C)C2=O (configuration not stated) | 0.2 | -10 | 3 | 10 | -5 | -2 | -1 | 18 | 4

Of the compounds above, these contain a halogen:
entry | compound | CHOP UPR activ | Jurkat NFkB inh | Gli-Sufu block | CCR6 antag | CXCR6 inh | XBP1 UPR activ | EBI2 antag | 697 NFkB inh | Mdm2 MdmX PPI
7 | O=C(Cn1nnc(-c2ccc(Cl)cc2)n1)NCCC1=CCCCC1 | 0.2 | 0 | -11 | -1 | 3 | -2 | 8 | 8 | 6
9 | Fc1ccccc1Cn1cnc(NC(=S)NCCc2ccccc2)n1 | 0.7 | -8 | x | x | x | 3 | x | -19 | 45
15 | O=C(COc1ccccc1Br)N1CCN(C(=O)c2ccco2)CC1 | 0.5 | -10 | -2 | 5 | -2 | -4 | 10 | 4 | 1
16 | O=C1CC2(CCN(C(=O)c3ccccc3F)CC2)Oc2ccccc21 | -0.7 | -16 | 7 | 6 | 6 | -2 | -12 | 4 | 7

More records follow.
entry | compound | CHOP UPR activ | Jurkat NFkB inh | Gli-Sufu block | CCR6 antag | CXCR6 inh | XBP1 UPR activ | EBI2 antag | 697 NFkB inh | Mdm2 MdmX PPI
21 | Nn1c(SCc2cc([N+](=O)[O-])cc3c2OCOC3)nnc1-c1ccccn1 | 1.8 | -2 | 2 | 7 | -6 | -1 | -1 | 11 | 29
22 | Cc1ccc2c(c1)cc(CN(Cc1ccco1)C(=O)N1CCOCC1)c1nnnn12 | -1.0 | 10 | -21 | 4 | -6 | 3 | 1 | 2 | 2
23 | O=C1CSC(=Nc2ccc(O)cc2)N1c1ccc(O)cc1 | 0.8 | -2 | 18 | -1 | -2 | 4 | -1 | 6 | 29
24 | CCOC(=O)C1(Cc2cccc(OC)c2)CCCN(C(=O)CCc2cccnc2)C1 (configuration not stated) | 3.1 | -63 | -4 | 18 | -2 | -2 | -4 | -33 | -127
25 | Cc1ccc(NC(=O)CCCc2ccccc2)c([N+](=O)[O-])c1 | 4.3 | -43 | -12 | 14 | -4 | -1 | 15 | -34 | -18
26 | CN(C[C@@H](Cc1cccc2ccccc12)N(C[C@H](Cc1ccccc1)N(CCc1ccccc1)N=O)N=O)N=O | 1.4 | 16 | 60* | 6 | 12 | -4 | 9 | 26 | 18
27 | CC1(C)CC(CCNC(=O)c2ccco2)CC(C)(C)N1 | -1.8 | -5 | 10 | 11 | 2 | -1 | -17 | 24 | 5
28 | C[C@]12c3[nH]c4cc(-c5ccco5)ccc4c3CCN1C(=O)[C@@H](CC(=O)NCCC1=CCCCC1)C[C@@H]2C(=O)N1CCOCC1 | 1.1 | x | 4 | 19 | 4 | 3 | 6 | -3 | 14
29 | COc1ccc(CCNC(=O)c2cc(S(=O)(=O)N3CCOCC3)ccc2N2CCCC2)cc1OC | 0.4 | -6 | -5 | 8 | 3 | -4 | 10 | -30 | -7
30 | Cn1cccc1C(=O)NC(=O)COC(=O)CCNS(=O)(=O)c1ccc(Cl)cc1 | 0.3 | 5 | -4 | 2 | -1 | -3 | 0 | -1 | 13
31 | CSc1cccc(NC(N)=S)c1 | -0.1 | -5 | 8 | 17 | 8 | -1 | 6 | 1 | 12
32 | Cn1c(SCC(=O)c2ccccc2F)nnc1C1CC1 | 3.5 | -6 | 10 | 13 | -13 | 2 | 1 | -9 | 11
33 | Cc1nc([N+](=O)[O-])cn1CCCCN1C(=O)c2ccccc2C1=O | 0.7 | -11 | 0 | 8 | 9 | -2 | 2 | -16 | -4
34 | O=C(Nc1ccc2nc(-c3cccs3)c(-c3cccs3)nc2c1)NC1CC1 | -0.2 | 0 | -3 | 5 | -4 | -2 | 10 | 13 | -1
35 | O=[N+]([O-])c1ccc2nc(NN=Cc3ccc(O)cc3)sc2c1 | x | x | -16 | 78* | 55* | x | 37 | x | x
36 | Cc1ccc(NC(=O)CCNS(=O)(=O)c2cccc3nonc23)cc1 | 1.4 | -8 | -1 | -6 | -4 | -2 | -8 | -2 | -17
37 | CS(=O)(=O)N(CC(=O)NCCC1=CCCCC1)c1ccc2c(c1)OCO2 | -1.5 | 9 | 2 | -5 | -1 | -3 | 5 | -1 | 12
38 | Cc1nn(-c2ccccc2)c(C)c1C(=O)OCC(=O)N1c2ccccc2NC(=O)C1(C)C | -2.4 | -12 | -7 | -2 | -3 | -4 | -28 | 22 | 35
39 | COc1cc2cc(CN(Cc3nnnn3Cc3ccco3)C3CCCCC3)c(=O)[nH]c2cc1OC | -1.6 | 1 | 1 | 0 | -4 | -2 | 4 | -11 | -4
40 | c1coc(C2=NC(c3ccco3)C(c3ccco3)N2)c1 (configuration not stated) | x | x | -10 | 3 | 7 | x | 14 | x | x

Additional records:
entry | compound | CHOP UPR activ | Jurkat NFkB inh | Gli-Sufu block | CCR6 antag | CXCR6 inh | XBP1 UPR activ | EBI2 antag | 697 NFkB inh | Mdm2 MdmX PPI
41 | CC1(C(=O)NNC(=S)NCc2ccco2)CC1(Cl)Cl (configuration not stated) | -2.2 | 9 | -1 | -1 | 6 | -3 | -4 | 9 | 12
42 | O=S(=O)(NCC(c1cccs1)N1CCc2ccccc2C1)c1ccccc1 (configuration not stated) | 1.4 | 6 | -2 | 10 | 0 | -1 | 2 | 4 | 19
43 | COC1C(OC(=O)/C=C/C=C/C=C/C=C/C(=O)O)CCC2(CO2)C1C1(C)OC1CC=C(C)C (configuration not stated) (tested in a mixture with another compound) | x | x | -15 | 1 | 4 | x | -11 | x | x
44 | COc1cc(SC)ccc1C(=O)Nc1cccc(C)n1 | 2.1 | -153 | -83 | 10 | -5 | 1 | 6 | -153 | -158
45 | CCOC(=O)C1(CCOC)CCN(C/C=C/c2ccccc2OC)CC1 | x | x | 1 | 6 | 6 | x | -7 | x | x
46 | CC(=O)NC12CC3CC(C1)CC(C(=O)NCC(=O)Nc1c(C)cc(C)cc1C)(C3)C2 | -1.5 | -7 | -5 | 0 | -5 | 0 | -15 | 7 | -1
47 | Cc1ccc(CN2CCN(C3CSCCSC3)CC2CCO)cc1 (configuration not stated) | 1.3 | -7 | -2 | 12 | -1 | -2 | 1 | 15 | -12
48 | COc1ccc(/C=C/C(=O)N2CCC(c3ccccc3)C2)cc1 (configuration not stated) | 0.7 | -5 | -6 | 8 | 1 | 0 | 70* | 26 | -4

Ordered by number of heavy atoms (ascending): some entries from above.
entry | compound | CHOP UPR activ | Jurkat NFkB inh | Gli-Sufu block | CCR6 antag | CXCR6 inh | XBP1 UPR activ | EBI2 antag | 697 NFkB inh | Mdm2 MdmX PPI
48 | COc1ccc(/C=C/C(=O)N2CCC(c3ccccc3)C2)cc1 (configuration not stated) | 0.7 | -5 | -6 | 8 | 1 | 0 | 70* | 26 | -4
47 | Cc1ccc(CN2CCN(C3CSCCSC3)CC2CCO)cc1 (configuration not stated) | 1.3 | -7 | -2 | 12 | -1 | -2 | 1 | 15 | -12
46 | CC(=O)NC12CC3CC(C1)CC(C(=O)NCC(=O)Nc1c(C)cc(C)cc1C)(C3)C2 | -1.5 | -7 | -5 | 0 | -5 | 0 | -15 | 7 | -1
